From PubChem BioAssay
Statin myotox sup – protects C2C12 myotubes from simvastatin toxicity | ATP luminescence, 48 h; scaled: DMSO 0, geranylgeraniol control 100 | rescue of ATP level, % at 7.49 µM | 330,000 tested, 0.78% active;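 active means mean ATP rescue above about 67%, or every replicate alone reaching that limit, limit read from the data, passing the limit was not always enough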;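 further: myotubes were challenged with 10 µM simvastatin during compound exposure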
PGC1a acetyl inh – modulators of PGC1a acetylation; U2OS PGC1a acetylation, AlphaScreen anti-acetyl-lysine; with virally co-expressed GCN5 acetyltransferase; inhibition, % at 15.6 µM; 350,000 tested, 0.17% active;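 active means every replicate shows inhibition of at least 40%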;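 further: 0% = neutral control wells and 100% = positive control wells; some results beyond the cut were filed as inactive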
Cneo AK release – causes C. neoformans cell lysis; adenylate kinase release luminescence, 4 h; normalised: neutral wells 0, clomiphene wells 100; AID 651654; 360,000 tested, 0.2% active; lysis activity, % at 15 µM;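 active means mean lysis activity across replicates of at least 80%, whatever share of replicates individually reach that level; inactive means mean lysis activity below 80%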
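Material: C. neoformans cells | Amount: Yeast cell density of 5 × 10^6 cells/mL | Medium: Fresh YPD growth medium | Dosing: Single dose | Times: Static 4 h at 37 °C with compound, 1 h detection | Detection: AK luminescence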
Starred values were filed as active, the others as inactive.

SMILES	Statin myotox sup	PGC1a acetyl inh	Cneo AK release
Cc1cccc(N2CCN(C(=O)C(C)C)CC2)c1C	-5.2	2.0	-2.4
Cc1cc(C)n(-c2nc(NCc3cccnc3)c3c4c(sc3n2)COC(C)(C)C4)n1	-7.6	-11.4	-1.0
COc1cc(C(=S)N2CCOCC2)cc(OC)c1OC(=O)c1cc([N+](=O)[O-])c(C)c([N+](=O)[O-])c1	6.7	-1.7	-1.0
COC(=O)c1ccc(C(C(=O)NCc2ccccc2)N(Cc2ccco2)C(=O)c2cnccn2)cc1 (centres undefined)	2.3	0.6	0.5
COc1ccc(C(=O)Nc2ncc3c(n2)-c2ccccc2CC3)cc1	-6.7	0.6	1.0
Cc1ncc(S(=O)(=O)c2ccccc2)c(-c2ccccc2Cl)n1	-9.1	6.9	0.8
Cc1ccc2c(CC(=O)NCc3ccc4c(c3)OCO4)coc2c1	34.0	7.2	2.0
O=S(=O)(CCn1cccc1)CCn1cccc1	7.8	4.3	1.4
COc1ccccc1NC(=O)c1cccs1	-20.7	-5.5	-0.9
CCOCCCNC(=O)c1ccccc1SCC	3.4	4.5	-0.1
O=C(COC(=O)CCC1CCCCC1)Nc1ccc(OC(F)F)cc1	-8.4	11.4	0.4
CCOc1ccccc1Nc1nnc(Cc2ccccc2Cl)c(=O)[nH]1	9.1	5.6	-0.9
COc1cc(/C=N/NC(=O)c2cccnc2)ccc1OC(=O)c1ccco1	10.3	0.0	-1.5
Cc1cc2c(n1-c1ccc(Cl)cc1)CC(C)(C)CC2=O	21.7	-12.7	-6.1
O=C(CCc1ccccc1)NNC(=O)C1CCCCC1	1.2	-1.7	-0.2
CC(=O)c1cccc(NC(=O)c2ccc(N(C)S(C)(=O)=O)cc2)c1	-41.6	-5.1	0.9
COC(=O)c1ccccc1NC(=O)c1ccccc1SC	-6.7	1.2	-3.8
Cc1ccc(C(=O)NC2CCCc3ccccc32)o1 (centres undefined)	-3.3	-6.9	0.7
CNC(=O)NC(=S)NC(=O)c1ccc(OC)cc1	6.7	-6.9	1.1
N=C1C(c2nc3ccccc3s2)=C(O)CN1Cc1ccco1	-20.6	-9.2	-0.9
CCOC(=O)N1CCN(C(=O)c2ccc(-n3c(=S)[nH]c4ccccc4c3=O)cc2)CC1	6.7	-5.3	0.9
Cc1c(Br)cc(C(=O)N2CCN(CCO)CC2)c(C)c1C	7.9	-6.7	-2.2
CCOc1ccc(NC(=O)CSc2nc3cccnc3n2CC)cc1	49.8	-0.6	-0.3
COc1ccc(OC)c(NS(=O)(=O)c2cccs2)c1	0.6	-5.1	0.0
CCCn1nc(NC(=O)c2ccco2)c2cc3ccc(C)cc3nc21	-30.6	-0.3	0.5
O=C(CCS(=O)(=O)c1cccc2nonc12)NCCc1ccccc1Cl	9.3	2.9	0.7
O=S(=O)(Nc1nc2ccccc2nc1NCc1ccco1)c1cccs1	-31.0	4.4	-2.4
O=C(CSc1nc2ccccc2n1CC(=O)N1CCCC1)N1CCN(C(=O)c2ccco2)CC1	-7.8	-6.4	-1.1
CCOC(=O)CN1C(=O)C(Sc2n[nH]c(-c3ccccc3)n2)CCc2ccccc21 (centres undefined)	6.2	3.0	0.6
O=C(OCc1c(F)cccc1Cl)c1cnccn1	-32.5	10.1	1.1
Cc1c(C)c2cc(Cl)c(O)c(CN3CCCC(C)C3)c2oc1=O (centres undefined)	0.6	3.8	-0.7
c1ccc(Cn2nnnc2CN2CCN(Cc3ccc4c(c3)OCO4)CC2)cc1	37.5	6.9	-0.3
Cc1ccccc1C(=O)Nc1cccc(-c2nnc(SCC(=O)O)n2C)c1	-4.5	6.9	0.2
O=C(Nc1ccc2nccnc2c1)c1cnccn1	22.1	7.2	-0.7
CN(C(=O)NC(=O)C1=C(N2CCOCC2)/C(=C/c2ccccc2)CC1)S(C)(=O)=O	3.8	3.4	0.2
CC1CCCC(C)N1S(=O)(=O)c1ccc(NC(=O)CCn2cnc3ccccc3c2=O)cc1 (centres undefined)	-26.9	8.9	-0.8
Cc1ccc(CCNC(=O)C2CCN(c3nn4c(=O)cc(C)nc4s3)CC2)cc1	-0.3	-7.7	-0.5
CN(CC(=O)NCc1cccs1)S(=O)(=O)c1cccc2nsnc12	1.6	3.0	-1.9
O=C(CN1CCOCCOCCOCCOCC1)Nc1ccccc1	7.6	-4.5	0.4
O=C(O)COc1ccc2c(c1)OCCO2	-9.7	-0.4	-4.4
Cc1ccc(OCCn2nc3ccccc3n2)c(C)c1	4.5	-3.1	0.7
CC(C)(C)NS(=O)(=O)c1ccc(NC(=O)NC2CCCCC2)cc1	6.5	-0.5	-6.1
CC(C)C(NC(=O)C1CCCCC1)C(=O)Nc1ccc2c(c1)OCCO2 (centres undefined)	13.5	-21.2	-3.3
CCCCCc1cc(O)c2c(C)cc(=O)oc2c1	-36.0	-19.7	-0.5
O=C(COc1ccccc1)NCC(=O)NC1=NCCS1	-5.0	-1.6	0.5
O=C(NNC(=S)Nc1ccccc1)C1CC1	-4.4	6.1	1.8
c1ccc(-c2ccc(OCCCn3cncn3)cc2)cc1	10.6	7.8	-2.1
CCCC1CC(C)(C(=O)CSc2n[nH]c(-c3ccccc3)n2)OC1=O (centres undefined)	-4.3	-2.9	0.9
C=C(C)CSc1nnc(-c2ccc(OC)c(OC)c2)n1N	-6.3	5.3	0.7
CN1CCN(C(=O)c2cc(-c3ccccc3)on2)CC1	12.8	12.0	7.8
CNc1nc(OCCNC(=O)Nc2ccccc2)nc(N2CCOCC2)n1	5.7	1.6	-1.1
Cc1cccc(C)c1OCC(O)Cn1nnc2ccccc21 (centres undefined)	2.0	-22.8	3.3
COc1ccc2c(c1)CCc1c(C(=O)NCCc3ccc(OC)c(OC)c3)noc1-2	4.6	-12.8	2.7
CCN(CCCNC(=O)C1CCN(S(=O)(=O)N2CCOCC2)CC1)c1cccc(C)c1	21.1	-3.8	2.5
CSc1ccccc1C(=O)NCCSc1ccccc1	3.8	13.1	2.8
COc1ccc2c(c1OC)C(=O)N1c3ccccc3C(=O)N(c3ccccc3F)C21 (centres undefined)	10.5	5.8	-2.7
CCOC(=O)c1sc(NC(=O)c2cc3c(s2)CCC(C)C3)nc1C (centres undefined)	-49.9	-8.2	-1.4
CCc1nc2ccccc2c(=O)n1NC(=O)c1c(O)c2ccccc2[nH]c1=O	17.1	-1.7	0.9
CCOc1ccc2[nH]c(=O)c(CN(Cc3ccco3)C(=O)c3cccc(F)c3)cc2c1	6.4	-5.0	1.5
CCS(=O)(=O)N1CCCC(C(=O)NCCCOC)C1 (centres undefined)	-1.3	-24.7	2.8

In the list so far, two have a COOH group:
SMILES	Statin myotox sup	PGC1a acetyl inh	Cneo AK release
Cc1ccccc1C(=O)Nc1cccc(-c2nnc(SCC(=O)O)n2C)c1	-4.5	6.9	0.2
O=C(O)COc1ccc2c(c1)OCCO2	-9.7	-0.4	-4.4

Molecules shown so far that contain an aryl methoxy group, in the order listed:
SMILES	Statin myotox sup	PGC1a acetyl inh	Cneo AK release
COc1cc(C(=S)N2CCOCC2)cc(OC)c1OC(=O)c1cc([N+](=O)[O-])c(C)c([N+](=O)[O-])c1	6.7	-1.7	-1.0
COc1ccc(C(=O)Nc2ncc3c(n2)-c2ccccc2CC3)cc1	-6.7	0.6	1.0
COc1ccccc1NC(=O)c1cccs1	-20.7	-5.5	-0.9
COc1cc(/C=N/NC(=O)c2cccnc2)ccc1OC(=O)c1ccco1	10.3	0.0	-1.5
CNC(=O)NC(=S)NC(=O)c1ccc(OC)cc1	6.7	-6.9	1.1
COc1ccc(OC)c(NS(=O)(=O)c2cccs2)c1	0.6	-5.1	0.0
C=C(C)CSc1nnc(-c2ccc(OC)c(OC)c2)n1N	-6.3	5.3	0.7
COc1ccc2c(c1)CCc1c(C(=O)NCCc3ccc(OC)c(OC)c3)noc1-2	4.6	-12.8	2.7
COc1ccc2c(c1OC)C(=O)N1c3ccccc3C(=O)N(c3ccccc3F)C21 (centres undefined)	10.5	5.8	-2.7

New compounds follow:
SMILES	Statin myotox sup	PGC1a acetyl inh	Cneo AK release
COc1ccccc1NC(=S)NC(=O)CC(C)C	-22.5	-7.5	29.9
COCCN1C[C@@H](CO)O[C@@H](n2cnc3c(N4CCN(C)CC4)ncnc32)C1	-6.3	0.6	-4.3
Clc1ccc(-c2nnc(C3CCCCC3)o2)cc1	123.3*	3.2	-0.1
O=C(CCCc1nc(-c2ccccc2)no1)Nc1cccnc1	86.4*	29.2	2.3
CCOC(=O)c1c(NC(=O)CSc2nnc(-c3ccco3)o2)sc(C)c1C	-11.8	2.9	0.7
CCn1c(CC(=O)Nc2ccc(C)c(Cl)c2)nnc1SCCOc1ccc(OC)cc1	7.3	7.3	-1.8
Cc1noc(C)c1S(=O)(=O)N1CCCC(C(=O)NCCC2=CCCCC2)C1 (centres undefined)	8.5	3.5	-1.9
Cc1cc(C)c2c(N)c(C(=O)NCC3CCCCC3)sc2n1	-0.7	-2.9	-1.6
CCn1c(N)c(C(=O)NCc2ccc3c(c2)OCO3)sc1=S	-4.2	-9.8	-2.7
C/C(=N\NC(=O)c1ccc(Cl)cc1)c1cccc(NC(=O)C(C)C)c1	-7.4	-1.6	-0.6
CCN(CC)S(=O)(=O)c1ccc(NC(=O)c2ccc(NS(C)(=O)=O)cc2)cc1	-0.7	-15.8	0.2
CCc1ccc(NC(=O)CSc2nc3ccccc3c(=O)n2CCN2CCOCC2)cc1	13.3	-15.8	-2.4
C#CCOCCOCCOCCNc1nc(N2CCOCC2)nc(N2CCN(C(=O)[C@H](Cc3cc4ccccc4[nH]3)n3cc([C@@H](N)CC(C)C)nn3)CC2)n1	-16.7	-1.1	-1.2
CCC(c1nnc(SCC(=O)N2CC3(C)CC2CC(C)(C)C3)o1)N(C)C (centres undefined)	1.3	5.8	-1.0
O=C(COc1ncnc2sccc12)N1CCN(S(=O)(=O)c2ccc(Cl)cc2)CC1	-3.5	-13.8	-0.3
Cc1c(/C(O)=C2\C(=O)C(=O)N(CCN(C)C)C2c2ccco2)cnn1-c1ccccc1 (centres undefined)	-0.1	0.4	-6.2
Cn1c2ccccc2c2cc(C(=O)N3CCN(CCO)CC3)sc21	-2.4	0.8	0.9
O=C(CN1C(=O)c2cccc3cccc1c23)N1CCN(c2ccc(F)cc2)CC1	-14.5	12.8	-0.3
Cc1nnc(SCCC(=O)Nc2ccc(F)cc2)s1	-9.9	-8.2	-0.5
O=C(O)CC(C(=O)N(c1ccccc1)c1ccccc1)N1CCOCC1 (centres undefined)	9.9	-0.6	-0.7
COc1cc(C2=NOC(C(=O)NC3CCCCC3)C2)cc(OC)c1OC (centres undefined)	-3.5	-13.1	4.4
Cc1ccc(-c2ccc(=O)n(CC(=O)NCCN(C)C)n2)cc1	18.8	-10.1	1.4
CCOC(=O)CCSc1nc(C(C)(C)C)cc(C(F)(F)F)c1C#N	-1.5	-20.9	-2.1
CCN(CC)CCOC(=O)c1ccc(NC(=O)C2(c3ccccc3)CCCC2)cc1	-33.7	-19.5	2.6

Only PGC1a acetyl inh and Cneo AK release, for 3 of the compounds above:
structure	PGC1a acetyl inh	Cneo AK release
COc1cc(C2=NOC(C(=O)NC3CCCCC3)C2)cc(OC)c1OC (centres undefined)	-13.1	4.4
Cc1ccc(-c2ccc(=O)n(CC(=O)NCCN(C)C)n2)cc1	-10.1	1.4
CCOC(=O)CCSc1nc(C(C)(C)C)cc(C(F)(F)F)c1C#N	-20.9	-2.1

Remaining list, next part:
SMILES	Statin myotox sup	PGC1a acetyl inh	Cneo AK release
O=C(CN1CCN(c2ccc(F)cc2)CC1)Nc1ccc(F)c(F)c1	-6.8	-14.7	-5.0
CCCn1cc(NC(=O)c2cc3n(n2)C(C(F)(F)F)CC(c2ccccc2)N3)cn1 (centres undefined)	-3.7	1.9	3.6
NC(=O)C1CCN(C(=O)C2c3ccccc3C(=O)N3CCc4ccccc4C23)CC1 (centres undefined)	6.5	9.6	1.6
O=C(Cn1cnc2ccccc2c1=O)NCC(=O)N1CCN(c2ccccn2)CC1	-7.0	-3.5	0.7
CCOc1ccc(CCNC(=O)Cn2c(-c3nonc3N)nc3ccccc32)cc1OCC	32.6	7.0	0.0
C/C=C(\CS(=O)(=O)c1ccccc1)S(=O)(=O)c1ccccc1	2.1	-29.6	-4.0
Cc1cc(Cl)ccc1OC(C)C(=O)Nc1ccc(S(=O)(=O)Nc2cnc3ccccc3n2)cc1 (centres undefined)	63.8	10.7	0.2
COc1ccc(N2CCN(/C(=N\S(=O)(=O)c3ccc(C)cc3)Nc3nc(C)cc(C)n3)CC2)cc1	3.6	2.5	2.0

This is a subset; rates above refer to the full screens.
